tim10-1 inh = inhibits growth of tim10-1 mutant yeast. S. cerevisiae tim10-1 ts strain growth, BacTiter-Glo, 24 h. inhibition, % at 20 µM. 330,000 compounds, 2.2% hits. AID 463190;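 active = inhibition of at least 40%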;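 also: mutant grown at 25 °C; 0% = DMSO wells with yeast and 100% = wells holding no yeast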
hIAP inh = blocks human intestinal alkaline phosphatase; P09923; purified IAP, CDP-Star luminescence, 30 min; inhibition, % at 10 µM; 330,000 compounds, 0.12% hits;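 active = inhibition reaching a set limit with compound at 10 µM in the primary screen, cut at about 35% in these data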;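 also: plate controls were DMSO wells with enzyme for no effect and no-enzyme buffer wells for full effect; values of inactives mirror those of a sister screen read the other way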
Target sequence (P09923 whole entry, looked up): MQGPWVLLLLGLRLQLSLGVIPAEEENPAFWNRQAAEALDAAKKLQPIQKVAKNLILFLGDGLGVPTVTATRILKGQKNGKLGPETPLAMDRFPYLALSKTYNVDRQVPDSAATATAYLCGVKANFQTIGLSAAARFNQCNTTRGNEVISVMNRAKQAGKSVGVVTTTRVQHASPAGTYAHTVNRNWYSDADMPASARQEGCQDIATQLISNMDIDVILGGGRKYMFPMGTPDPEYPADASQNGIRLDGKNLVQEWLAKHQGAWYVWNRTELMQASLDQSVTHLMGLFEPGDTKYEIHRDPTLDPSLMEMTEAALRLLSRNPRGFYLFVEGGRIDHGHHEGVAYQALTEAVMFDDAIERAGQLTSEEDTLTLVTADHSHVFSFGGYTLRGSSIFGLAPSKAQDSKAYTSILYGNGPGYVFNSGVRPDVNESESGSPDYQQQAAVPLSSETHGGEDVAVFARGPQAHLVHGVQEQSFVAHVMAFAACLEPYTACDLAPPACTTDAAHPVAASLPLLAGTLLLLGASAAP
mIAP block = blocks mouse intestinal alkaline phosphatase | purified mouse IAP, CDP-Star luminescence, 30 min | inhibition, % at 10 µM | 330,000 compounds, 0.2% hits | AID 2806;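 active = inhibition of at least 40% at 10 µM in the primary screen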;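 also: plate controls were DMSO with enzyme for no effect and no enzyme wells for full effect; values of inactives mirror those of a sister screen read the other way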
MIN6 prolif = MIN6 beta-cell proliferation induction; MIN6 cells proliferation, ATPlite luminescence, 48 h; cells starved in 0.2% serum; 100% = growth in 10% serum; proliferation, % at 10 µM; AID 2380; 330,000 compounds, 0.29% hits;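 active = compounds whose signal lies at least 3.5 SD above the mean of all wells on their plate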;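 also: 0% = DMSO-treated cells in low-serum medium and 100% = 10% serum control; some compounds called inactive have numbers as strong as hits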
APOBEC3A inh = human APOBEC3A DNA deaminase inhibition | P31941 | recombinant A3A, FAM/TAMRA ssDNA deamination fluorescence | inhibition, % at 20 µM | 330,000 compounds, 0.41% hits | AID 493011;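 active = at least 40% inhibition at 20 µM here, with at most 30% in a related deaminase screen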;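 also: plate controls were A3A with DMSO for no effect and wells lacking A3A enzyme for full effect; some results filed as inactive read as strong as hits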
APOBEC3G inh = inhibitors of human APOBEC3G DNA deaminase. inhibition, % at 20 µM. Q9HC16. 330,000 compounds, 0.28% hits. AID 493012. recombinant A3G, ssDNA deamination FAM/TAMRA fluorescence;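 active = inhibition of at least 40% at 20 µM, with no more than 30% in the related APOBEC3A deaminase screen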;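 also: plate controls were DMSO wells with A3G for no effect and wells lacking A3G enzyme for full effect; some compounds called inactive have numbers as strong as hits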
Target sequence (Q9HC16 whole entry, looked up): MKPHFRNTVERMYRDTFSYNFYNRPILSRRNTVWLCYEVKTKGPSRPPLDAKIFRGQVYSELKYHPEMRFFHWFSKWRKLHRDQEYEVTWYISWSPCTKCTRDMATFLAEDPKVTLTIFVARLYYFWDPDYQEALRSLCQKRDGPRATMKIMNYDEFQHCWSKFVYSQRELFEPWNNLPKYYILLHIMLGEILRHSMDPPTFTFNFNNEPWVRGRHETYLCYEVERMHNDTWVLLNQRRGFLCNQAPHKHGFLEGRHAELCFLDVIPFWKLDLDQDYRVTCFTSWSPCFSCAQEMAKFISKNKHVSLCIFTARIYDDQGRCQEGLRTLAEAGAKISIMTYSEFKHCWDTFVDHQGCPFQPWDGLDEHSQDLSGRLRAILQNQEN
NLRP3 yeast inh = blocks the NALP3 inflammasome reconstituted in yeast; inhibition, % at 10 µM; AID 2825; 330,000 compounds, 0.39% hits; Yeast reconstituted NLRP3/ASC/caspase-1, beta-gal luminescence, 24 h;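 active = inhibition of 50% or more; inactive = inhibition below 50%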;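 also: plate controls were induced DMSO wells for no effect and uninduced yeast grown without galactose for full effect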
TIM10 inh = growth inhibitors of TIM10 yeast strain; inhibition, % at 10 µM; S. cerevisiae TIM10 strain growth, BacTiter-Glo luminescence, 24 h; 330,000 compounds, 1.4% hits;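 active = inhibition of 40% or more at the single tested concentration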;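 also: wild-type TIM10 isogenic control strain grown at permissive 25 °C; 0% = DMSO yeast wells and 100% = minimal medium wells without yeast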
mIAP act = mouse IAP activation. muIAP, CDP-Star luminescence, 30 min; active compounds read high; 1 = vehicle-only enzyme signal, 0 = enzyme-free wells. activation factor at 10 µM. 330,000 compounds, 0.24% hits;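 active = activation factor of at least 2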; also: the source names both 10 and 20 µM as test concentration; values of inactives mirror those of a sister screen read the other way
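System: Mouse IAP enzyme | Also added: CDP-Star substrate | Dosing: Compounds dispensed in DMSO | Schedule: 30 min enzyme-substrate-compound incubation at room temperature | Technique: Chemiluminescence readout | Control set: DMSO-only wells and no-enzyme negative control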
* marks the source's active call; other numbers are inactive results; nt = not tested or not shown.

Each structure is followed by: tim10-1 inh	hIAP inh	mIAP block	MIN6 prolif	APOBEC3A inh	APOBEC3G inh	NLRP3 yeast inh	TIM10 inh	mIAP act
CC(=O)NC(c1ccco1)c1ccc2cccnc2c1O (stereo not drawn)
    29.7	-25.8	4.2	-5.7	-2.8	-7.9	33.6	-10.7	0.958
COc1ccc2cc(CCl)c(Cl)nc2c1
    3.3	5.2	3.9	-0.1	-0.1	-9.3	13.9	8.1	0.961
CCN(CC)C(=O)C1CCCN(C/C=C/c2ccccc2[N+](=O)[O-])C1 (stereo not drawn)
    7.0	-5.9	-1.5	-2.9	-4.2	-4.3	-0.1	2.2	1.01
NS(=O)(=O)c1ccc(NC(=O)CSc2nc3c(cnn3-c3ccccn3)c(=O)[nH]2)cc1
    -2.3	-1.6	4.6	0.5	-1.7	-8.7	22.3	-10.6	0.954
Cc1nc2c(oc3ccccc32)c(=O)o1
    14.2	11.3	7.1	-0.5	0.8	-1.3	-16.4	17.6	0.929
Cc1csc(NC(=O)CSc2nncc(=O)n2N)n1
    5.9	-1.4	18.9	-0.9	2.0	-10.0	6.4	9.0	0.811
CN(C)CCOc1ncnc2c1oc1ccccc12
    3.4	2.6	3.6	-1.1	-3.8	-9.7	-0.6	4.9	0.964
COC(=O)c1sc(N)c(C(=O)OC)c1COC(=O)CCNS(=O)(=O)c1ccc(C)cc1
    23.8	6.5	5.0	0.0	6.8	-5.5	12.0	19.5	0.95
CCOC(=O)c1[nH]c(C)c(C(=O)Nc2ccc3c(c2)OCCO3)c1C
    22.8	3.2	1.7	2.9	-0.6	-3.8	-14.9	16.9	0.983
C[C@H](Nc1ncnc2sc3c(c12)CCC3)C(=O)O
    -8.1	0.8	0.2	0.6	3.3	-6.1	9.0	-14.6	0.998
CC(C)CNC(=O)c1ccc(Cl)c(Cl)c1
    1.9	-5.0	2.0	-1.1	-2.3	-1.1	10.0	-23.5	0.98
COC1OC(COC(=O)CNC(=O)OC(C)(C)C)C(O)C(O)C1O (stereo not drawn)
    -1.7	17.3	-0.1	5.2	-0.5	-1.1	15.3	13.1	1
CN(C)/C=C(\C(=O)c1ccccc1)c1nnnn1-c1ccc(F)cc1
    -11.4	-17.5	1.7	5.7	-4.1	-5.6	14.9	-8.6	0.983
O=C(COC(=O)Cc1ccc(S(=O)(=O)N2CCOCC2)s1)Nc1ccccc1Cl
    -1.9	-0.9	-5.7	0.1	-1.4	-0.6	4.8	3.8	1.06
Cc1ccc(-n2c(C)nc3c(cnn3-c3ccc(F)cc3)c2=O)cc1
    30.5	-12.2	1.4	-0.6	-0.5	-0.2	19.6	7.8	0.986
N#CCC(=O)Nc1ccc(C(=O)NNC(=S)NC2CC2)cc1
    8.2	-35.0	6.0	3.9	-2.6	-8.9	6.5	1.4	0.94
CCOC(=O)N1CCC(N(CCOC)C(=O)Nc2ccc(CC)cc2)CC1
    15.6	-14.5	-9.2	-2.3	1.5	-2.6	6.5	20.2	1.09
O=C(CNC1CC1)Nc1cc(C(F)(F)F)ccc1Cl
    8.8	3.4	8.0	-1.7	-4.8	-4.8	-0.2	-1.9	0.92
C#CC[N+]1(CC#Cc2cccc(C)c2)CCCCC1
    -20.5	1.5	-0.1	-4.3	-4.2	-6.6	20.9	-9.0	1
Cc1ccc(S(=O)(=O)N(CC(=O)N2CCc3ccccc3C2)c2ccc(Cl)c(Cl)c2)cc1
    16.5	-5.2	2.0	-5.3	4.2	-0.3	9.6	-1.8	0.98
COC(=O)c1ccccc1NC(=O)c1noc2c1CCCC2
    37.2	14.3	10.0	-1.1	2.8	-2.4	4.3	20.0	0.9
O=C(CN1C(=O)COc2ccc(S(=O)(=O)N3CCCCC3)cc21)NCc1ccccc1Cl
    0.0	-26.6	-6.1	-0.7	3.6	1.8	9.0	1.9	1.06
CC1CCc2nc(/C(C#N)=C/c3cccnc3)sc2C1 (stereo not drawn)
    42.0*	0.8	9.4	-5.1	-0.5	-1.9	24.2	27.4	0.906
CCC1CCCCN1CCCNC(=O)CN1C(=O)CSc2ccc(S(=O)(=O)N3CCC(C)CC3)cc21 (stereo not drawn)
    -17.5	-7.3	-7.5	-3.6	4.5	1.0	3.1	4.2	1.07
Cc1ccc(CNC(=O)C(=O)NCC2OCCN2S(=O)(=O)c2ccc(Cl)cc2)cc1 (stereo not drawn)
    12.1	18.3	-9.0	1.9	0.2	14.1	8.6	5.4	1.09
COCCCn1cnc2c(c1=O)c1nc3ccccc3nc1n2-c1ccccc1
    7.5	-5.9	2.8	-0.5	3.4	-0.7	16.0	13.8	0.972
CCCCOc1ccc(/C(O)=C2/C(=O)C(=O)N(CCCOC)C2c2ccncc2)cc1C (stereo not drawn)
    22.7	14.7	-1.7	-2.3	-5.0	-6.8	22.1	18.8	1.02
O=c1oc2ccccc2c(Cl)c1CN1CCCCC1
    13.4	6.2	3.9	-6.1	-1.2	-5.9	22.3	25.3	0.961
CCOC(=O)CSc1nc(C)c2cc(OC)ccc2n1
    8.6	-37.6	-4.5	-2.4	4.6	4.5	10.6	0.9	1.04
CC[C@]12c3[nH]c4ccc(OC)cc4c3CCN1C(=O)C(CC(=O)NCCN1CCOCC1)C[C@@H]2C(=O)N1CCN(C(=O)C2CC2)CC1 (stereo partly drawn)
    0.3	nt	-10.2	nt	1.4	-0.1	nt	-6.1	1.1
Cc1ccnc(SCC(=O)Nc2sc3c(c2C#N)CCCC3)n1
    2.1	-25.0	3.7	-6.1	-15.3	-5.6	9.3	-32.1	0.963
Cc1ccc(C(=O)O/N=C/C2=C(Cl)c3ccccc3CC2)cc1
    18.1	14.0	2.6	-3.9	1.0	-0.8	0.7	-4.9	0.974
CCCCn1c(SCC(N)=O)nnc1-c1ccco1
    0.0	-1.7	-4.9	6.8	2.2	-2.9	-1.4	3.8	1.05
Cc1noc(C)c1NC(=O)Nc1cccc2c1O[C@H](CN(C)S(=O)(=O)c1ccc(F)cc1)[C@@H](C)CN([C@H](C)CO)C2=O
    7.2	-6.2	-0.6	-2.3	-4.7	-5.5	15.3	4.1	1.01
Cc1cccc(NC(=O)Cn2cnc3c(oc4ccccc43)c2=O)c1
    -10.3	20.9	8.1	2.2	4.0	-2.7	0.4	-17.7	0.919
NC(=O)[C@@H]1CC2(CC(c3cccc(NC(=O)COc4ccc(Cl)cc4)c3)=NO2)CN1C(=O)COc1ccc(Cl)cc1 (stereo partly drawn)
    -9.5	1.0	-14.6	-6.5	-0.5	-12.5	13.2	15.2	1.15
COc1ccc(SCC(=O)c2cc(C)c(OC(=S)N(C)C)c(C)c2)cc1
    31.5	5.0	-4.6	-3.0	-0.7	-3.8	15.5	-5.2	1.05
CC(C(=O)NC1=NCCS1)N1C(=O)c2ccccc2C1=O (stereo not drawn)
    15.3	-9.1	0.2	-1.1	0.8	-3.1	5.9	-2.1	0.998
COc1ccc(C2(C)NC(=O)N(CC3CCCCC3)C2=O)cc1 (stereo not drawn)
    24.7	-6.7	-2.1	-1.9	-1.7	-6.7	16.2	4.0	1.02
CCCN(CCC)C(C(=O)Nc1cccc(OC)c1)c1ccccc1 (stereo not drawn)
    33.6	-14.7	-19.8	-3.1	-1.1	-4.4	30.6	-9.1	1.2
O=[N+]([O-])c1ccc(Oc2ccc(-c3cnc4ccccc4n3)cc2[N+](=O)[O-])cc1
    27.6	13.3	8.1	0.0	0.6	-8.4	14.6	3.4	0.919
O=C(Nc1ccccc1)C1=C[C@H](c2coc3ccccc3c2=O)C[C@H](OCCCCO)O1
    14.0	13.6	0.9	1.4	1.2	-8.9	16.2	-6.2	0.991
CCOc1ccccc1NC(=O)C1CC(=O)n2ncnc2N1 (stereo not drawn)
    10.9	24.9	5.4	-0.2	1.4	-2.8	-1.2	-7.1	0.946
COC(=O)Cn1c(=NC(=O)c2ccc(Cl)s2)sc2cc(F)ccc21
    5.7	13.8	-2.3	-0.5	0.7	-8.1	-9.9	-17.8	1.02
COc1ccc(CN(C)c2ccc(S(=O)(=O)N3CCN(C)CC3)cc2[N+](=O)[O-])cc1OC
    -2.8	6.3	4.3	-7.7	5.7	-4.4	27.2	12.2	0.957
O=C1c2ccccc2C2(c3ccccc3)NCCCN12 (stereo not drawn)
    6.9	14.1	12.5	0.7	-1.0	-6.7	10.7	8.3	0.875
C[C@H](CO)N1C[C@H](C)[C@@H](CN(C)Cc2ccc(Cl)c(Cl)c2)Oc2c(NS(=O)(=O)c3ccc(F)cc3)cccc2C1=O
    -0.2	10.5	6.8	-6.0	-1.8	-1.4	11.1	-3.5	0.932
CCN(CC)c1ccc2cc(C(=O)O)c(=O)oc2c1
    4.1	-34.6	-3.1	-2.0	-1.8	0.5	11.1	-21.9	1.03
CC(C)N(Cc1ccccc1)C(=O)CN1c2cccc3cccc(c23)S1(=O)=O
    25.3	4.9	-2.9	-0.3	-0.4	5.6	19.2	12.3	1.03
CCCC(=O)Nc1ccc(-c2csc(NNC(C)=O)n2)cc1
    -12.4	9.5	11.5	-3.7	0.8	-2.4	15.3	-4.5	0.885
CCCCC(Sc1nc(N)c(NC(=O)c2ccc(OC)cc2)c(=O)[nH]1)C(=O)O (stereo not drawn)
    1.6	1.6	10.5	3.0	-3.5	-4.5	25.4	9.4	0.895
CCCCn1c(N)c(N(CC(C)C)C(=O)c2ccc(N3C(=O)CCC3=O)cc2)c(=O)[nH]c1=O
    -5.1	7.8	-1.8	-2.8	2.4	-7.6	27.2	13.0	1.02
COCCNC(=O)/C(C#N)=C/c1ccccc1Br
    72.3*	12.3	3.1	-0.1	0.3	-9.1	15.6	76.2*	0.969
COc1ccc(N2CC(C(=O)O)CC2=O)cc1 (stereo not drawn)
    -21.4	-0.2	3.0	2.9	-3.8	-5.2	6.2	-16.3	0.97
COc1ccc(C)cc1NC(=O)C(Sc1ccccc1)c1ccccc1 (stereo not drawn)
    -1.5	-13.1	-9.9	-5.5	1.7	-4.8	-0.5	2.5	1.1
O=C(NCC1CCCO1)C(c1ccccn1)N(Cc1ccccc1Cl)C(=O)CN1C(=O)c2ccccc2S1(=O)=O (stereo not drawn)
    12.8	1.8	6.2	-2.0	-4.6	-7.1	3.8	19.9	0.938
O=C(CSc1nc(O)c(C(c2ccccc2)c2ccccc2)c(=O)[nH]1)N1CCOCC1
    6.6	-6.0	5.4	3.7	1.5	-2.3	-0.6	-6.5	0.946
Cc1csc(SC(C)C(=O)Nc2ccc(F)cc2Cl)n1 (stereo not drawn)
    -21.9	23.4	5.7	3.8	0.6	1.5	11.2	-0.4	0.943

Taken from the listing for reference:
Each structure is followed by: tim10-1 inh	hIAP inh	mIAP block	MIN6 prolif	APOBEC3A inh	APOBEC3G inh	NLRP3 yeast inh	TIM10 inh	mIAP act
O=C(NCC1CCCO1)C(c1ccccn1)N(Cc1ccccc1Cl)C(=O)CN1C(=O)c2ccccc2S1(=O)=O (stereo not drawn)
    12.8	1.8	6.2	-2.0	-4.6	-7.1	3.8	19.9	0.938
O=C(CSc1nc(O)c(C(c2ccccc2)c2ccccc2)c(=O)[nH]1)N1CCOCC1
    6.6	-6.0	5.4	3.7	1.5	-2.3	-0.6	-6.5	0.946

Source: PubChem (Sanford-Burnham Center for Chemical Genomics)

Rows are unselected. About 4.6% of those tested had a hit in this group.
